Screening results as filed in PubChem.
FXN GAA850 act – FXN promoter activators, primary screen, cell-based, luciferase luminescence, HEK293 lucGAA850. HEK293 lucGAA850 FXN promoter luciferase reporter, 24 h; percent of 10 µM SAHA response. activation, % at 6 µM. 0.56% of 360,000 active;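 active = activation above the average of all compounds screened plus 3 SD, cutoff fixed separately per campaign, cut at about 7.5% in these data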;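 note: 0% = DMSO wells and 100% = 10 µM SAHA wells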
hcDAF12 agonist – H. contortus DAF-12 nuclear receptor activators, primary screen, cell-based, luminescence, HEK293, lit1-tk-luc reporter | 1.4% of 370,000 active | activation, % at 6.8 µM | HEK293 hcDAF-12 lit1-tk-luc reporter; 0% DMSO, 100% Δ7-dafachronic acid | AID 652067, 2013;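 active = activation above the mean of all tested compounds plus 3 SD, cut at about 5.5% in these data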;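 note: 100% = response to 3 µM Δ7-dafachronic acid high control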
PLCg1 inh – PLC-gamma1 enzyme inhibitors, primary screen, biochemical, fluorescence, purified enzyme; 1-phosphatidylinositol 4,5-bisphosphate phosphodiesterase gamma-1 (Homo sapiens), P19174; fluorogenic substrate; inhibition, % at 12.2 µM; 0.84% of 370,000 active; in the data active = inhibition above about 9.5%
hgDAF12 agonist – H. glycines DAF-12 receptor agonists, primary screen, cell-based, luminescence, HEK293, GAL4 fusion, UAS-luciferase; 1.8% of 370,000 active; Nuclear hormone receptor DAF-12 (Heterodera glycines), GAL4 fusion; activation, % at 6.8 µM; HEK293 GAL4-hgDAF12 UAS-luciferase reporter, agonist luminescence; normalized to butyrate control;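 active = activation above a cutoff set at the mean of all screened compounds plus 3 SD, cut at about 10% in these data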;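 note: 0% = DMSO wells and 100% = sodium butyrate wells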
ADAM10 inh – human ADAM10 inhibitors, primary screen, biochemical, QFRET, HTS; 0.62% of 370,000 active; Disintegrin and metalloproteinase domain-containing protein 10 (Homo sapiens), O14672; recombinant ADAM10, EDANS/DABCYL FRET peptide cleavage, 3 h; AID 720582, 2013; inhibition, % at 7 µM;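 active = inhibition above a per-campaign cutoff equal to the mean of compounds falling between control-based bounds plus 3 SD, cut at about 20% in these data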;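 note: 0% = DMSO wells while the 100% control is not disclosed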
Target sequence (O14672 214-748 limits assumed): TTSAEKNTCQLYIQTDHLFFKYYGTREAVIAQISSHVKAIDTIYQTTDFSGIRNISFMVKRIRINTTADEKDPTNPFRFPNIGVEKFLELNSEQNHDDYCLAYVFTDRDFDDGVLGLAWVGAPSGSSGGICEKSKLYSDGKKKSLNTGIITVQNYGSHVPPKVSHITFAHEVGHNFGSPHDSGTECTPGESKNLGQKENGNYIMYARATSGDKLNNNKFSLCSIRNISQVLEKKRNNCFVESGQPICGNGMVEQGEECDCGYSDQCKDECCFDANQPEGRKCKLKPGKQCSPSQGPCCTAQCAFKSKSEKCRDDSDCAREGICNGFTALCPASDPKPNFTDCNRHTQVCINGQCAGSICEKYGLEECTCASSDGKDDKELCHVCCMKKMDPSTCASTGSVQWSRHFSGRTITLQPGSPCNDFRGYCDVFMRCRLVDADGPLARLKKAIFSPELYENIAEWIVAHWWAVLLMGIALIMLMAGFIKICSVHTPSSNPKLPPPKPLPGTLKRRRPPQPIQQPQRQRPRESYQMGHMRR
DAX1 inh-1 – DAX1 (NR0B1) inhibitors on StAR promoter, primary screen, cell-based, luminescence, SF-1 (NR5A1), full-length DAX-1 | AID 652010, 2013 | HEK293T StAR-luciferase reporter, SF-1/DAX-1 repression relief | inhibition, % at 6.8 µM | 1.1% of 370,000 active;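 active = inhibition above the mean over all tested compounds plus 3 SD, cut at about 3.6% in these data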;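 note: 0% = DAX-1 cells with DMSO and 100% = cells lacking DAX-1 with DMSO; higher inhibition means more luminescence from relief of DAX-1 repression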
DAX1 inh-2 – DAX1 (NR0B1) inhibitors, primary screen, cell-based, HEK293, Gal4-DAX1, luciferase luminescence | AID 504766, 2011 | 0.99% of 340,000 active | HEK293 Gal4-DAX1 luciferase reporter | Nuclear receptor subfamily 0 group B member 1 (Homo sapiens), P51843 | inhibition, % at 6.75 µM;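 active = inhibition above the mean over all tested compounds plus 3 SD, cut at about 4.2% in these data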;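 note: 0% = DAX1-transfected cells with DMSO and 100% = empty-vector control cells with DMSO; inhibition shows as a rise in luminescence from relieved DAX1 repression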
Target sequence (P51843 207-470 limits assumed): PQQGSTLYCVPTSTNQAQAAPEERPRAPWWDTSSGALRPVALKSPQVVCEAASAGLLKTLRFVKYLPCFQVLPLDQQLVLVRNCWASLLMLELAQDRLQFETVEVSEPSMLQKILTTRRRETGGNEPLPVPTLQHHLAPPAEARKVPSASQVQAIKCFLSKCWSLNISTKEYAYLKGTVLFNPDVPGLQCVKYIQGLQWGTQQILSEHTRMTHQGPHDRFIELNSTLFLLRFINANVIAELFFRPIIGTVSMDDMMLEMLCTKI
ADAM17 inh – ADAM17 inhibitors, primary screen, biochemical, QFRET; 0.83% of 370,000 active; Disintegrin and metalloproteinase domain-containing protein 17 (Homo sapiens), P78536; recombinant ADAM17, EDANS/DABCYL FRET peptide cleavage; inhibition, % at 6.95 µM;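 active = inhibition above the mean of compounds lying between control limits plus 3 SD, set per campaign, cut at about 8.5% in these data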;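 note: 0% = DMSO-only wells as the low control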
sPLA2-III inh – human group III sPLA2 inhibitors, primary screen, biochemical, QFRET, BODIPY PC-A2 liposome substrate. QFRET BODIPY PC-A2 liposome hydrolysis, fluorescence. 0.56% of 370,000 active. AID 743126, 2013. inhibition, % at 12.2 µM. Group 3 secretory phospholipase A2 (Homo sapiens), Q9NZ20;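 active = inhibition above mean plus 3 SD of compounds lying within the high and low control bounds, cut at about 19% in these data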;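 note: 0% = median of test compound wells and 100% = no enzyme DMSO wells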
PLC-beta3 inh – human PLC-beta3 inhibitors, primary screen, biochemical, fluorescence; 0.18% of 370,000 active; AID 720704, 2013; inhibition, % at 12.2 µM; Purified PLC-beta3, fluorogenic substrate; 1-phosphatidylinositol 4,5-bisphosphate phosphodiesterase beta-3 (Homo sapiens), Q01970; in the data active = inhibition above about 11%;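 note: 0% = median of compound wells on plate and 100% = full blocker control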
ssDAF12 agonist – S. stercoralis DAF-12 nuclear receptor activators, primary screen, cell-based, luminescence, HEK293, GRIP1 co-expression, lit1-tk-luc; Nuclear hormone receptor DAF-12 (Strongyloides stercoralis); HEK293 ssDAF-12/GRIP1 lit1-tk-luc reporter; % of 3 µM dafachronic acid response; activation, % at 6.8 µM; 1% of 370,000 active;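 active = activation above the mean over all tested compounds plus 3 SD, cut at about 0.9% in these data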;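 note: 0% = DMSO-only wells and 100% = 3 µM delta7-dafachronic acid wells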
* marks the source's active call; other numbers are inactive results; i = inactive; nt = no result given.

smiles	FXN GAA850 act	hcDAF12 agonist	PLCg1 inh	hgDAF12 agonist	ADAM10 inh	DAX1 inh-1	DAX1 inh-2	ADAM17 inh	sPLA2-III inh	PLC-beta3 inh	ssDAF12 agonist
O=C(COc1ccccc1Cl)NCCNC(=O)c1ccco1	2.7	3.7	2	-2.8	10	0.2	0.0	-1	3	-3	-0.9
CCOC(=O)c1cc(CC)sc1NC(=O)COC	1.8	-1.8	-1	-0.7	-3	0.2	-0.3	-1	2	3	-0.6
COC(=O)NNC(=O)/C=C/c1ccccc1	-0.4	-1.3	0	-2.5	4	-0.7	0.1	-1	1	0	-1.3
COc1ccc(-c2cc(C(=O)O)c3sc(N4CCCCC4)nc3n2)cc1OC	-1.0	-0.4	i	-0.6	i	0.0	-0.2	-318	-3	i	-1.2
CN(C)S(=O)(=O)c1ccc(C(=O)NCCc2ccco2)cc1	3.5	2.3	0	4.3	-9	0.2	0.8	-5	0	-4	-0.4
N#CC1=C(N)N2C(=C(C#N)C1c1cccc(Br)c1)Nc1ccccc12 (stereo not given)	-1.6	1.5	-64	-2.0	-30	-0.1	-0.1	-8	-5	-66	-1.0
O=C(NCCCc1ccccc1)c1cc([N+](=O)[O-])ccc1Cl	-5.2	1.9	0	0.5	1	-2.1	0.0	-2	7	-3	-0.8
Cc1ccc(OCC(=O)Nc2ccccc2-c2ccccc2NC(=O)COc2ccc(C)cc2)cc1	1.2	1.9	0	-1.9	-3	0.3	-0.3	-2	-1	6	-0.6
COc1ccc(NC(=O)c2ccc[n+]([O-])c2)cc1	-0.6	-0.1	0	0.2	6	0.1	3.7	0	-2	-3	-0.8
Cc1ccc(CN2C(=O)CN(S(C)(=O)=O)CC2(C)C(=O)NC(C)C)cc1 (stereo not given)	nt	2.0	3	1.6	-15	0.2	nt	3	4	2	-0.6
CCn1c(SCC(=O)Nc2ccc(N3CCOCC3)cc2)nnc1-c1ccncc1	0.0	0.4	1	-1.6	-6	0.2	-0.3	0	9	-3	-1.0
O=C1NC(=S)N(C(=O)c2ccc(F)cc2)/C1=C/c1cccnc1	0.3	-1.0	-1	6.0	-1	-0.1	nt	-4	20*	-8	-0.9
Cn1c(N)c(C(=O)COC(=O)C(Cc2ccccc2)NC(=O)c2ccccc2)c(=O)n(C)c1=O (stereo not given)	-0.7	-1.3	0	0.5	3	-0.2	-0.7	1	-1	0	-1.3
O=C(c1cc2c(=O)n3ccccc3nc2s1)N1CCN(Cc2ccccc2)CC1	0.3	-0.5	i	1.1	i	0.0	-1.4	i	2	i	-1.1
Cc1cc(N2CCOCC2)n2cc(-c3ccc(F)cc3)nc2n1	1.6	0.0	-51	0.3	-172	0.1	0.6	-64	1	-80	-1.7
CCOc1cc(C(C(=O)NCC2CCCO2)N(C(=O)Cn2nnc3ccccc32)c2ccccc2C(C)=O)ccc1O (stereo not given)	-2.4	0.2	4	0.6	-8	-0.1	-0.7	-4	1	-3	-0.4
Cc1ccc(C(=O)N/C(=C\c2cccc([N+](=O)[O-])c2)C(=O)OCN2C(=O)c3ccccc3C2=O)cc1	3.1	-1.2	1	-1.6	-1	-0.1	-1.4	-1	8	5	-0.9
COC(=O)C(C)N=Cc1ccccc1 (stereo not given)	-0.7	-0.3	-2	0.4	4	0.9	-0.9	-4	0	-2	-0.6
COc1ccc(C)cc1NC(=O)CN1CCN(c2ccccn2)CC1	0.2	-1.9	2	-1.9	3	-0.1	-1.3	2	-1	-5	-1.6
Cc1ccccc1OCCC(=O)N1CCN(S(=O)(=O)c2ccccc2F)CC1	-1.8	-0.9	1	-0.2	-9	0.2	-0.1	0	-3	-21	-1.0
CC1=NNC(=O)C1CC(=O)N/N=C/C=C/c1ccccc1 (stereo not given)	0.8	1.2	2	0.0	1	0.6	-2.5	-3	5	1	-1.1
CSc1ccc(OC2(C)CCN(Cc3ccc(C(C)C)cc3)C2)cc1 (stereo not given)	0.0	1.0	1	0.3	1	0.7	nt	1	5	-2	-1.5
COc1ccc(NS(=O)(=O)c2cccc(C(=O)O)c2)cc1	-0.9	-1.9	2	2.5	3	0.6	-0.8	1	5	4	-1.7
CCOc1ccc(NC(=O)CSc2n[nH]c(=O)n2-c2ccccc2)cc1	0.4	0.7	2	0.7	-3	-0.5	0.7	-2	14	1	-1.8
O=S1(=O)CC(N2CCCCC2)CN1Cc1ccc(F)cc1 (stereo not given)	nt	-0.1	2	0.0	-2	-0.1	nt	3	3	1	-1.0
COc1ccc(NC(C)=O)cc1NC(=O)CN1CCN(CC(=O)Nc2ccc(Cl)cc2)CC1	1.4	0.6	0	0.6	-11	-0.6	-0.3	-3	8	-3	-1.0
NS(=O)(=O)c1ccc(CNC(=O)c2ccc(S(=O)(=O)NCc3ccco3)cc2)cc1	1.1	-0.5	-1	-3.0	-1	0.3	1.1	-4	-15	-5	-1.6
CCOc1ccc(N2C(=O)CC(N(Cc3ccco3)C(=O)CC)C2=O)cc1 (stereo not given)	2.3	-0.5	3	-1.3	-5	0.1	0.5	-1	-1	2	-0.5
COc1cc(C(=O)Nc2ccccc2-c2nnn(CC(N)=O)n2)cc(OC)c1OC	-0.9	-1.2	-1	-3.1	-9	-0.6	-0.8	-2	2	0	-0.9
COc1ccc2oc(C(=O)OC(C)C(=O)Nc3ccc(N4CCOCC4)cc3)c(C)c2c1 (stereo not given)	1.0	1.1	-12	-0.2	-35	-2.0	1.5	-14	9	-26	-1.2
CCc1[nH]nc2c1C(c1cccnc1)C(C#N)=C(N)O2 (stereo not given)	0.3	-1.9	2	-0.2	1	-0.6	-0.3	1	3	2	-1.7
NC(=O)/C=C/C(=O)Nc1ccc(Cl)cc1	-1.5	-1.4	0	0.3	-1	-0.6	-0.2	-4	5	-6	-1.4
COc1cccc(NC(=O)c2ccc(NCCCN3CCC(C)CC3)c([N+](=O)[O-])c2)c1	1.1	-1.6	1	-4.9	7	0.8	-0.8	0	-8	-1	-1.4
CC(=O)c1c(N)n(C)c(=O)n(C)c1=O	-1.7	-0.6	4	0.5	0	1.4	0.2	2	-3	5	-0.7
COc1ccccc1OCc1nc(Cc2ccc(Cl)cc2)no1	2.8	-3.0	-1	0.0	-6	-1.3	0.6	-3	-4	0	-0.9
NC(=O)C1CCN(CC(O)CSc2ccccc2)CC1 (stereo not given)	-0.2	0.1	0	-1.1	4	-0.3	0.5	-3	-4	-1	-1.1
Cc1occc1-c1nnc(SCC(=O)N2CCOCC2)n1Cc1ccco1	-0.7	-2.0	-2	2.8	-7	-0.6	1.4	-6	-2	2	-0.6
O=C(Cn1cc(C(F)(F)F)ccc1=O)N1CCCc2ccccc21	0.3	0.7	0	-1.1	-21	-0.6	-0.4	-6	5	2	0.2
Cc1ccc(S(=O)(=O)Cc2ccc(C(=O)N3CCN(Cc4ccccc4)CC3)o2)cc1	-0.8	-0.9	-6	-1.6	-20	-0.7	0.0	-4	7	-10	-2.0
COc1cc(C)ccc1OCc1cc(C(=O)NC(C)Cn2cncn2)no1 (stereo not given)	7.0	4.4	-1	11*	-5	1.8	2.1	-2	0	-8	0.7
CCOC(=O)C1=C(CC)Nc2ccccc2N=C1NC(=O)c1cccc(S(=O)(=O)N2CCOCC2)c1	-0.7	-1.1	-1	-2.5	-1	-1.2	0.4	-3	4	-10	-0.9
Cc1nnc(SCC(=O)Nc2ccc(S(=O)(=O)N3CCCC3)cc2)n1N	-0.6	0.1	0	-0.7	-13	-0.8	-0.1	-5	3	0	-0.7
CC(C)(C)c1ccc(C(=O)NCCC(=O)Nc2ccc3c(c2)OCCO3)cc1	-4.4	-3.7	-2	-6.9	3	-4.7	-1.8	-1	-2	0	-2.1
COc1ccc(N(CC(=O)Nc2cccc(C(=O)O)c2)S(=O)(=O)c2c(C)noc2C)cc1	-1.0	0.2	13*	0.7	-1	-0.2	-0.7	4	-26	8	-0.9
COc1ccc(OC)c(C(=O)c2c(C)oc3cc(Br)c(O)c(CN(C)C)c23)c1	-1.8	-2.7	-2	1.7	-7	-0.5	nt	3	-10	-12	-0.9
O=C(CNC(=O)c1ccccc1)NCC(=O)OCC(=O)c1ccc([N+](=O)[O-])cc1	-0.2	-2.2	1	-3.0	-9	-0.3	2.2	-2	-3	5	-1.6
O=C(Cn1c(=O)[nH]c2ccsc2c1=O)N1CCN(c2ccc(F)cc2)CC1	nt	-1.8	1	-0.8	-3	0.1	nt	-1	5	2	-1.6
